N370S GC: N370S glucocerebrosidase modulation, Gaucher chaperone candidate; P04062; Potency, µM (series often up to 59.4 µM), for inactives: at the top dose activity change, negative = inhibition, actives largely listed as inhibitors; 330,000 tested, 0.092% active; AID 2101; N370S GC spleen homogenate, 4MU-glucoside fluorescence;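 further: 0% = full enzyme activity and -100% = no enzyme basal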
GCN5L2 inh: GCN5L2 (KAT2A) acetyltransferase inhibition | Potency, µM (titrated, usually from 58.9 µM), for inactives: top-dose activity change, negative = inhibition, actives largely listed as inhibitors | 390,000 tested, 0.21% active | AID 504327 | GCN5L2 HAT assay, ThioGlo1 CoA-SH fluorescence
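Fluorescence readout, Ex340nm/Em540nm: ThioGlo1 (50uM final) reacts with free CoA thiol released as 20nM GCN5L2 acetylates H3(1-25) peptide (75uM) using acetyl-CoA (70uM). Compound and enzyme sat 15 min beforehand; 20 min room-temperature reaction.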
FEN1 inh: blocks human flap endonuclease 1; 390,000 tested, 0.35% active; Potency, µM (top dose mostly 114 µM), without a hit: at the top dose activity change, negative = inhibition, usual class: inhibitors; P39748; Recombinant FEN1 flap cleavage, fluorescence, 15 min; further: nearly all actives have a fitted effect of over 65% in size
Target sequence (P39748 whole entry, looked up): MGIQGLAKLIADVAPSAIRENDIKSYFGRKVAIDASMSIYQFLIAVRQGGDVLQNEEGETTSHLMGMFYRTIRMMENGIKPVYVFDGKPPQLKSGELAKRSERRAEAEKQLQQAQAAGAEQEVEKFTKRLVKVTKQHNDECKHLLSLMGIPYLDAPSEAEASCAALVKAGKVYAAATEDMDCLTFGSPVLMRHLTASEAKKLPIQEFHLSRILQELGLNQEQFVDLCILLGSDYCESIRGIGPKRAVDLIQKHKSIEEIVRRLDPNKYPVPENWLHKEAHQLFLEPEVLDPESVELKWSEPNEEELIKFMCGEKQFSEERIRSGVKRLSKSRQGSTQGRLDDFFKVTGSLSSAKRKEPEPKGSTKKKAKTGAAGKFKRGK
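Concentration–response screening of FEN1 (10 nM): 15 min compound preincubation at room temperature, reaction started with 50 nM substrate and read at 0 and 15 min. Corrected, normalized data were fitted by a four-parameter Hill equation.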
* marks the source's active call; other numbers are inactive results; ? = inconclusive; / = not tested or not shown; & = joins results of further samples; [ ] = remark or other dose. The call rests on the fitted dose curve; in most records, active means well fitted curve in the direction sought with a large enough effect; inconclusive means small, poorly fitted or top-dose-only effect, or another doubt; inactive means no such curve, though single readings can be large; an effect the other way counts as inactive or inconclusive. Unless noted, on the % scale 0 is the no-effect control and ±100 the full control effect; potency means the concentration at half of the fitted maximal effect. This is a subset; count on the stated rates, not on these rows.

SMILES	N370S GC	GCN5L2 inh	FEN1 inh
COc1cccc(-c2nc(N3CCC(C)CC3)c3ccccc3n2)c1O	-7%	-10%	-1%
Cc1ccc(S(=O)(=O)N(C)c2ccc(C(=O)N(C)Cc3nc4ccccc4c(=O)[nH]3)cc2)cc1	-11%	-10%	11%
Cc1ccc(CN2CN(S(=O)(=O)c3cccs3)c3nc4ccccc4nc32)cc1	-3%	-6%	6%
Cc1cc(=O)oc2cc3c(cc12)OCCN3	?	?	-5%
COCc1cc(/C=N\NC(=O)COc2ccccc2)ccc1OC	-3%	-1%	0%
COc1ccc(S(=O)(=O)N2CCN(C)CC2)cn1	-7%	-26%	3%
O=S(=O)(Nc1cccc(Cl)c1)c1cccc(-n2cnnn2)c1	/	-7%	6%
O=C(c1ccccc1)N1CCN(CC2CC=CCC2)CC1 (stereo not drawn)	0%	-12%	-3%
CCNCc1cc([N+](=O)[O-])ccc1OCC	10%	-5%	1%
CCOC(=O)c1c(/N=C/c2ccc(C)cc2O)sc2c1CCC2	-6%	-1%	-2%
Cc1cccc(N2C(=O)N3[C@H]4c5ccccc5OC[C@@H]4[C@@H](c4ccccc4)[C@@]3(C)C2=O)c1	/	-4%	11%
Oc1ccccc1/C=N/Nc1cc(N2CCCC2)nc(N2CCCC2)n1	10%	-5%	-5%
Cc1ccc(CC(=O)OCC(=O)c2ccc[nH]2)cc1C	/	-2%	0%
COc1ccc(NC(C)=O)cc1S(=O)(=O)Nc1ccccc1C(=O)N1CCCC1	2%	2%	8%
C=CCNc1nc2c(c(=O)[nH]c(=O)n2C)n1CCOc1ccccc1	1%	-7%	0%

Record cards, as listed above.
COc1cccc(-c2nc(N3CCC(C)CC3)c3ccccc3n2)c1O across the screens: N370S GC = -7%; GCN5L2 inh = -10%; FEN1 inh = -1%
COCc1cc(/C=N\NC(=O)COc2ccccc2)ccc1OC across the screens: N370S GC = -3%; GCN5L2 inh = -1%; FEN1 inh = 0%

The results go on:
SMILES	N370S GC	GCN5L2 inh	FEN1 inh
Cc1noc(C(=O)Nc2ccc(F)c(Cl)c2)c1Cl	4%	1%	-1%
COC(=O)/C(C#N)=C/c1c(N2CCCCCC2)nc2ccccn2c1=O	10%	-21%	-3%
CCn1c(C)nc2cc(C(=O)NNC(=S)Nc3ccccc3Cl)ccc21	-4%	-5%	-4%
CCOC(=O)c1sc(NC(=O)c2cccc(S(=O)(=O)N3CCc4ccccc43)c2)c(C#N)c1C	7%	1%	-3%
CSC1=NSC2=NC(=O)/C(=C/c3coc4ccccc4c3=O)C(=N)N12	1%	-15%	79µM*
Cc1cc(OC(=O)c2ccccc2)c([N+](=O)[O-])c(=O)[nH]1	2%	-1%	22%
O=C(NC(=S)Nc1cc(Cl)ccc1O)c1cccc(Br)c1	13%	-6%	1%
CC(C)OP(=O)(OC(C)C)C(C)NC(=O)Cc1ccccc1 (stereo not drawn)	0%	-2%	14%
O=C(Nc1nccs1)C1CCN(S(=O)(=O)c2cccnc2)CC1	8%	-3%	-1%
COC(=O)/C(=C\Nc1ccc(Cl)cc1Cl)NC(=O)c1ccc(Cl)cc1Cl	8%	/	5%
CCCc1cc(=O)[nH]c(SCC(=O)NC2CCCCC2)n1	-7%	2%	7%
CCOC(=O)Nc1ccc2c(c1)N(C(=O)CN)c1ccccc1CC2	6%	-4%	-21%
CC(=O)NCCNS(=O)(=O)c1ccc(C)c([N+](=O)[O-])c1	-4%	-7%	2%
Clc1ccc(OCc2nc3ccccc3[nH]2)cc1	-1%	-6%	-3%
CC(C)CCN1C(N(C)C)=NC[C@@H]1C	-21%	-15%	-16%
COc1ccc(-c2ccc(=N)n(CCCC(=O)O)n2)cc1	25%&-7%	-12%&-7%	-11%
O=C(c1cc2ccccc2cc1OCC(O)CN1CCCCC1)N1CCCCC1 (stereo not drawn)	-6%	-4%	6%
COCC1CCN(C(=O)c2cc(COc3ccc(F)cc3F)on2)C1 (stereo not drawn)	-12%	-3%	1%
CCc1ccccc1NC(=O)CN1C(=O)C2CCCN2c2ccc(S(=O)(=O)N(CC)CC)cc21 (stereo not drawn)	/	?	-5%
CCOC(=O)CC(N)c1cccc([N+](=O)[O-])c1 (stereo not drawn)	-5%	-4%	1%
Brc1c(OCCOCCn2cncn2)ccc2ccccc12	25%	-2%	9%
O=C(/C=C/c1ccccc1[N+](=O)[O-])Nc1ccc(S(=O)(=O)Nc2ncccn2)cc1	-1%	-6%	-5%
CCOC(=O)C1CCCN(C(=S)Nc2ccc(F)cc2)C1 (stereo not drawn)	0%	4%	7%
COc1cc(NC(=O)Cn2c(-c3cncs3)nc3ccccc32)cc(OC)c1OC	0%	-4%	-3%
Cc1ccccc1-c1nc(SCC(=O)N(C)c2ccccc2)c2c(=O)n(C)c(=O)n(C)c2n1	/	-4%	-6%
COc1ccc(NC(=O)C(Cc2cc(C)cc(C)c2)C(C)C(=O)O)cc1 (stereo not drawn)	-4%	-18%	-7%
Cc1cc(C(=O)Nc2ccon2)c(C)o1	-4%	-2%	-17%
O=C(O)c1cc(NC(=O)c2cccc(F)c2)cc(NC(=O)c2cccc(F)c2)c1	1%	-8%	10%
CS(=O)(=O)N(CC(=O)N1CCOCC1)c1cccc(Cl)c1Cl	-2%	-3%	6%
O=C(O)CCn1cc(/C=C2/NC(=S)N(c3ccccc3)C2=O)c(-c2ccccc2)n1	2%	-6%	5%
Cc1cc(C)c(C#N)c(SCC(=O)N(CC(C)C)C2CCS(=O)(=O)C2)n1 (stereo not drawn)	-3%	-5%	-6%
Cc1ccc2c(c1)c1c(c(=O)n(-c3ccccc3C)c(=O)n1Cc1cccc(F)c1)n2C	/	-28%	13%
O=C(Nc1ccccc1)Nc1nnc(Cc2ccc([N+](=O)[O-])cc2)s1	4%	-2%	1%
COc1cc(/C=N\n2nnnc2N)ccc1OCc1ccc(F)cc1	6%[2.35 µM]	-1%	-4%
COc1cccc(/C=N/NC(=O)COc2cccc3cccnc23)c1O	10%	7%	7%
Cc1cc(C)cc(OCC(=O)Nc2cccc(C(=O)O)c2)c1	-3%	-4%[0.501 µM]	-5%
CC(C)C(C(=O)N1CCN(C(=O)OC(C)(C)C)CC1)n1cc(-c2cn([C@@H](C)C(=O)N3CCN(C(=O)OC(C)(C)C)CC3)nn2)nn1 (stereo partly drawn)	-8%	-18%	/
Cc1ccc(OCC(=O)N(Cc2ccc(N(C)C)cc2)C2CCS(=O)(=O)C2)cc1 (stereo not drawn)	5%	-11%	-10%
CCn1c(Sc2ccc([N+](=O)[O-])cn2)nnc1-c1ccco1	3%	-5%	4%
Cc1ccc(NC(=S)NN2CCN(C)CC2)c(C)c1	-1%	3%	21%
Cc1onc(-c2c(F)cccc2Cl)c1C(=O)OCC(=O)N1C(C)CCCC1C (stereo not drawn)	/	-6%	-24%
COc1ccccc1N(CN1CCCC1=O)C(=O)c1ccccc1F	1%	-2%	-3%
Cc1ccc(C)c(-n2c(SCC(=O)Nc3nonc3C)nnc2-c2ccoc2C)c1	-6%	-5%	-11%
Cc1cccc(NC(=O)CCOc2ccccc2)c1C	-2%	-3%	3%
CC(C)(C)OC(=O)N1CCCN(C(=O)c2ccc(Cl)cc2)CC1	-1%	12%	13%
N#Cc1ccc(NC(=O)COC(=O)C2=COCCO2)cc1	3%	0%	17%
CCC(CC)c1nn2c(=O)cc(COc3ccc(NC(=O)c4cccc(Cl)c4)cc3)nc2s1	/	-1%	17%
OC1CC(c2ccco2)NC2(CCCCC2)C1 (stereo not drawn)	2%	-28%	-9%
Cc1c(C(=O)NCc2cccnc2)oc2ccc(S(=O)(=O)N3CCCCCC3)cc12	-4%	-27%	1%
Cc1ccc(N2CC(C(=O)Nc3ccccc3OC(F)F)CC2=O)cc1 (stereo not drawn)	/	2%	18%
Cc1ccc(C)c(NC(=O)COc2coc(CN3CCc4ccccc4C3)cc2=O)c1	-3%	-3%	-1%
CC(=O)NC(CC(=O)OCC(=O)c1cc(C)ccc1C)c1ccccc1 (stereo not drawn)	/	-2%	19%
CSc1nnc(Cn2c(=O)sc3ccccc32)n1-c1cccc(Cl)c1	-20%	-7%	-18%
CN1CCN(CC(=O)N(C)c2nc(-c3ccccc3)cs2)CC1	-13%	2%	3%
CCN(CC)C(=O)CSc1nnnn1-c1ccc(F)c(Cl)c1	5%	9%	19%
COc1ccc2nc(SCC(=O)Nc3ccc(S(=O)(=O)Nc4nccc(C)n4)cc3)[nH]c2c1	1%	-13%	0%
CC(C)(C)NC(=O)CSc1nnc(CN2CCCCCC2=O)n1-c1ccccn1	10%	1%	-2%
CCOc1ccc(N2CC(C(=O)Nc3nnc(Cc4ccccc4)s3)CC2=O)cc1 (stereo not drawn)	-8%	-1%	5%
O=C(CN1C(=O)NC2(CCCCCCC2)C1=O)NC1CCCc2ccccc21 (stereo not drawn)	-7%	5%	0%
CC(=O)N/C(=C/c1ccc([N+](=O)[O-])cc1)C(=O)O	-5%	1%	1%
Next compounds.
SMILES	N370S GC	GCN5L2 inh	FEN1 inh
COc1cccc(CNCCc2c[nH]c3ccccc23)c1OCc1ccccc1F	2%	3%	-19%
Cn1c(SCC(=O)Nc2ccccc2)nnc1-c1ccccc1	/	2%	12%
N#Cc1ccsc1NC(=O)CN1CCN(S(=O)(=O)c2ccc3ccccc3c2)CC1	0%	-1%	10%
Cc1ccc(OCCn2cc(/C=C3\C(=O)NN(c4ccccc4)C3=O)c3ccccc32)cc1	-18%	-10%	7%
CN(C)C(CNC(=O)c1ccc(S(=O)(=O)Nc2ccccc2F)cc1)c1ccco1 (stereo not drawn)	/	-5%	-3%
COc1cc(CNC(=O)c2ccc3c(c2)c(C)c(C)n3Cc2cccc(C)c2)cc(OC)c1OC	/	14%	4%
O=C(CN1C(=O)NC2(CCCC2)C1=O)NNC(=O)c1ccc(F)cc1	5%	-19%	5%
CC(C)CC1Nc2ncnc(N3CCOCC3)c2N(Cc2ccc(Cl)cc2)C1=O (stereo not drawn)	/	-9%	-8%
CCn1cc(CN2CCC(n3nccc3NC(=O)c3ccccc3OC)CC2)cn1	-4%	-20%	29%
COc1ccc(N2CCN(Cc3cc4c(cc3O)CCC4)CC2)cc1	-15%	-6%	-7%
COc1cccc(CC2(CO)CCCN(Cc3[nH]c4ccc(C)cc4c3C)C2)c1 (stereo not drawn)	-15%	-7%	-11%
Cc1ccccc1NC(=O)Nc1ccccc1Br	5%	0%	12%
COc1ccc(CCNC(=O)COC(=O)c2cc(OC)c(OC)cc2OC)cc1	-9%	-3%	-13%
O=C(CCl)N(C/C=C/c1ccccc1)c1ccc2c(c1)OCCO2	-2%	-7%	-8%
CCCCOc1cccc(C2c3c(oc4ccccc4c3=O)C(=O)N2c2ccccn2)c1 (stereo not drawn)	/	-1%	-5%
CCOC(=O)CSc1ncc(-c2ccc([N+](=O)[O-])cc2)[nH]1	-7%	-6%	2%
CCC(=O)N1CCc2cc(CNS(=O)(=O)c3ccc(Cl)s3)ccc21	/	0%	-18%
CCOc1cc(/C=C2\C(=N)N3N=CSC3=NC2=O)ccc1OS(=O)(=O)c1ccccc1	-12%	-27%	-5%
COCCN(Cc1cc2cc(C)ccc2n2nnnc12)C(=S)Nc1ccccc1C	?	2%	14%
C=CCn1c(SCC(=O)Nc2ccc3c(c2)OCO3)nnc1-c1cc(Br)ccc1O	?	/	-17%
COc1ccc(-n2c(=O)c(CCc3ccccc3)nc3cnc(N(C)C)nc32)cc1	1%	-1%	/
Cc1cc(C(=O)N2CCCC(C(=O)c3ccc4ccccc4c3)C2)nn1C (stereo not drawn)	12%	-17%	-9%
CC(C)NC(=O)C1CCCN(S(C)(=O)=O)C1 (stereo not drawn)	0%	-16%	12%
O=C(CN1CCN(c2cnn(-c3ccccc3)c(=O)c2Cl)CC1)NC1CCS(=O)(=O)C1 (stereo not drawn)	11%	0%	5%

In the list so far, these have fluorine.
SMILES	N370S GC	GCN5L2 inh	FEN1 inh
Cc1noc(C(=O)Nc2ccc(F)c(Cl)c2)c1Cl	4%	1%	-1%
COCC1CCN(C(=O)c2cc(COc3ccc(F)cc3F)on2)C1 (stereo not drawn)	-12%	-3%	1%
CCOC(=O)C1CCCN(C(=S)Nc2ccc(F)cc2)C1 (stereo not drawn)	0%	4%	7%
O=C(O)c1cc(NC(=O)c2cccc(F)c2)cc(NC(=O)c2cccc(F)c2)c1	1%	-8%	10%
Cc1ccc2c(c1)c1c(c(=O)n(-c3ccccc3C)c(=O)n1Cc1cccc(F)c1)n2C	/	-28%	13%
COc1cc(/C=N\n2nnnc2N)ccc1OCc1ccc(F)cc1	6%[2.35 µM]	-1%	-4%
Cc1onc(-c2c(F)cccc2Cl)c1C(=O)OCC(=O)N1C(C)CCCC1C (stereo not drawn)	/	-6%	-24%
COc1ccccc1N(CN1CCCC1=O)C(=O)c1ccccc1F	1%	-2%	-3%
Cc1ccc(N2CC(C(=O)Nc3ccccc3OC(F)F)CC2=O)cc1 (stereo not drawn)	/	2%	18%
CCN(CC)C(=O)CSc1nnnn1-c1ccc(F)c(Cl)c1	5%	9%	19%
COc1cccc(CNCCc2c[nH]c3ccccc23)c1OCc1ccccc1F	2%	3%	-19%
CN(C)C(CNC(=O)c1ccc(S(=O)(=O)Nc2ccccc2F)cc1)c1ccco1 (stereo not drawn)	/	-5%	-3%
O=C(CN1C(=O)NC2(CCCC2)C1=O)NNC(=O)c1ccc(F)cc1	5%	-19%	5%
